Source: PubChem (Broad Institute)
Casp6 inh = blocks human caspase-6 cleavage activity. P55212. AID 686996. 0.53% of 350,000 active. purified caspase-6, Z-VEID-R110 cleavage fluorescence. inhibition, % at 12.5 µM;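 active means mean inhibition across replicates at least about 35%, with every replicate also reaching that limit, limit read from the data; inconclusive means only one of the two criteria met; inactive means neither criterion met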;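 further: 0% = median of neutral control wells and 100% = no fluorescence left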
Target sequence (P55212 24-179 limits assumed): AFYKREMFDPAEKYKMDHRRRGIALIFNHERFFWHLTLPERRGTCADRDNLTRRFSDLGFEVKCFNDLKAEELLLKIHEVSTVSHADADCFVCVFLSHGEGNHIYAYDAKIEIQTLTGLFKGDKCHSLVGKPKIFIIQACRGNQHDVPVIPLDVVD
Target sequence (P55212 194-293 limits assumed): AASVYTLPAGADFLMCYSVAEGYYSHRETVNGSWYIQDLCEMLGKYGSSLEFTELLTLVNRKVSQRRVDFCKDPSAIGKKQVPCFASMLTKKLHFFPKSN
RAD54 branch = blocks human RAD54 Holliday junction branch migration; FAM/BHQ fluorescence; 0.14% of 360,000 active; Q92698; inhibition, % at 10.4 µM; AID 602329;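 active means mean normalized replicate activity at least 40 and at least half of replicates scoring 40 or more; inconclusive means only one of the two criteria met; inactive means mean below 40 and under half of replicates reaching 40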;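 further: 0% = median of neutral control wells and 100% = median of positive control wells; inhibitors cause a drop in the FAM fluorescence signal; in these data hits start at about 50%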
Target sequence (Q92698 whole entry, looked up): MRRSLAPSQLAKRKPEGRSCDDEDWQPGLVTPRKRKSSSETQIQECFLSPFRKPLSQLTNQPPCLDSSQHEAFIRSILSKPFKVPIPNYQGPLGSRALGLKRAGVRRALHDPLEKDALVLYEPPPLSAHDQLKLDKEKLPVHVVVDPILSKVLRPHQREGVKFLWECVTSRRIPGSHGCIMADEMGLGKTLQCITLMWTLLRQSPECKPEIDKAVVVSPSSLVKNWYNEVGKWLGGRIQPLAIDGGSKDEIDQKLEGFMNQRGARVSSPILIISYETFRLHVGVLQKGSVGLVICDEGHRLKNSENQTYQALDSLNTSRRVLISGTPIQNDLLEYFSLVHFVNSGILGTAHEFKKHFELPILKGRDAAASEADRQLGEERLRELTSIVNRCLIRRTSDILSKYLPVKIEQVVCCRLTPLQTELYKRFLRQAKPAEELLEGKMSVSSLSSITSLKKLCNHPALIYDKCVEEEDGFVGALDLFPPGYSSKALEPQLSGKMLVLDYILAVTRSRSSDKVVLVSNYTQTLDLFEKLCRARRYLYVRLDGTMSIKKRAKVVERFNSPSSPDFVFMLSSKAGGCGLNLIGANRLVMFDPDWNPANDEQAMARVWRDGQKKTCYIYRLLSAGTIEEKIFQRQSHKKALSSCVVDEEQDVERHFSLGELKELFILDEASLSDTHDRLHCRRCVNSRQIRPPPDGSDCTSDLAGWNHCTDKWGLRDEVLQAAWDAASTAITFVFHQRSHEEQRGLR
F508del corr = correctors of CFTR F508del function in bronchial epithelial cells; CFBE cells, YFP halide quenching; stimulated with forskolin plus potentiator P3; % fluorescence drop versus neutral controls; activity (quench increase), % at 7.58 µM; 0.36% of 350,000 active;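 active means mean added fluorescence quench of at least 8% versus neutral control, with both replicates also reaching 8%; inconclusive means only one of the mean or replicate conditions met; inactive means mean below 8% and not both replicates reaching 8%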;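 further: cells transiently co-express mutant CFTR-F508del with the halide-sensitive YFP; corrector assay measuring rescue of mutant channel to the surface after 24 h compound exposure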
XiGFP reactiv = reactivates the inactive X chromosome in mouse fibroblasts | XiGFP mouse fibroblasts, % GFP-positive cells imaging, 3 d; cells co-treated with 5-aza-dC sensitizer; scaled so ellipticine positive control = 100% | activation, % at 7.58 µM | 0.055% of 360,000 active;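 active means mean normalized replicate activation at least 10% and every replicate at or above 10%; inconclusive means only one of the two criteria met; inactive means mean below 10% and not all replicates reach 10%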;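 further: 0% = median of on-plate neutral control wells and 100% = ellipticine 6 µM median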
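material = 68-5-11 XiGFP fibroblast line | medium = DMEM plus 5-aza-dC sensitizer | schedule = 3 days compound exposure | benchmarks = positive control ellipticine, 6 µM final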
DENV2 CPE rescue = protects cells from dengue virus 2 cytopathic effect; 1.7% of 350,000 active; CPE inhibition, % at 9.99 µM; DENV2-infected cells, cytopathic effect rescue, plate reader; in the data active means CPE inhibition above about 20%, passing the limit was not always enough; inconclusive means no clear call, values can overlap the other calls; tested in BHK-21 cells;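 further: 0% = median of neutral control wells and 100% = median of positive control wells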
GSIS activator = primary screen for activators of insulin secretion dependent on glucose, INS-1E cells, GLuc reporter luminescence; INS-1E GLuc reporter insulin secretion, 2-3 h; activation, % at 16.6 µM; 0.61% of 370,000 active;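 active means lowest replicate activation of at least 40%, so every replicate reaches that level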;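 further: 0% = median of neutral control wells and 100% = median of IBMX positive control wells; some compounds called inactive have numbers as strong as hits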
RAD52 anneal inh = inhibitors of human RAD52 DNA annealing. P43351. recombinant RAD52 DNA annealing, FRET fluorescence. inhibition, % at 18.7 µM. 0.46% of 360,000 active. AID 651710;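 active means every replicate showing at least 50% inhibition; inconclusive means mean inhibition at least 50% but not in every replicate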
E-selectin induc = induces E-selectin expression in human endothelial cells. P16581. HUVEC E-selectin immunofluorescence imaging; normalized: neutral wells 0, TNF-alpha wells 100. activation, % at 7.58 µM. 0.37% of 260,000 active. AID 686992;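 active means mean E-selectin-positive cell signal at least 10% of the positive control, reached in at least 60% of replicates, without over 20% cell loss; inconclusive means no rule given, readout overlaps actives, possibly toxicity-flagged; inactive means the rest, including those meeting only one limit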;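 further: in these data hits start at about 27%; measured in HUVEC primary endothelial cells; signal is the percent of cells scored E-selectin positive by PE staining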
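Material: HUVEC primary endothelial cells; Amount: 3,000 cells per well; Dosing: single concentration; Medium: EGM-2 growth medium on 0.1% gelatin-coated wells; Read-out basis: percent E-selectin-positive cells; Signal: immunofluorescence imaging; Control set: TNF-alpha, DMSO.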
Active calls of the source: *; ? = inconclusive; . = no result given.

nr	smiles	Casp6 inh	RAD54 branch	F508del corr	XiGFP reactiv
1	O=C(NCCc1cccs1)C1CC(c2c(Cl)cccc2Cl)=NO1 (configuration not stated)	0	-11	-0.9	-0.2
2	COc1ccccc1C(=O)NC(=O)COC(=O)Cn1[nH]c(=O)c2ccccc2c1=O	-2	-7	-2.2	0.0
3	CN(CC(=O)Nc1ccc(F)cc1)C(=O)Cc1ccsc1	3	-2	1.8	0.0
4	COc1cccc(S(=O)(=O)Nc2ccc3c(c2)[C@H]2C[C@@H](CC(=O)O)O[C@H](CO)[C@H]2O3)c1	28	-15	6.0	0.1
5	Cc1ccc(O)c(NC(=O)C2=CC(c3cccs3)=NS(=O)(=O)N2C)c1	0	2	2.2	0.0
6	C[C@@H]1CN([C@@H](C)CO)C(=O)c2cc(C#CCC3CCCC3)cnc2O[C@H]1CN(C)Cc1ccccn1	1	-18	-1.0	-0.2
7	COCC(=O)Nc1ccc2c(c1)C(=O)N(C)C[C@H](OC)[C@@H](C)CN(C(=O)C1CCCC1)[C@@H](C)CO2	.	-4	0.6	0.1
8	COCC(=O)NNC(=O)c1ccc(OC)cc1	3	.	6.4	0.0
9	CN1CCN(c2ccc([N+](=O)[O-])cc2NC(=O)c2ccccc2Cl)CC1	-3	.	0.3	.
10	Cc1ccc(S(=O)(=O)N[C@H](C(=O)OCC(=O)NC(=O)c2cccn2C)C(C)C)cc1	2	0	2.2	0.0

nr	DENV2 CPE rescue	GSIS activator	RAD52 anneal inh	E-selectin induc
1	13	-10	-27	0.2
2	1	4	-59	-1.3
3	19	-8	-17	.
4	-1	13	32	0.1
5	2	.	-4	.
6	-12	13	15	0.4
7	-2	-10	5	0.0
8	-4	11	-3	.
9	8	8	-13	.
10	8	.	-158	0.1

In a second layout: entries from further up
#3 CN(CC(=O)Nc1ccc(F)cc1)C(=O)Cc1ccsc1
  Casp6 inh: 3
  RAD54 branch: -2
  F508del corr: 1.8
  XiGFP reactiv: 0.0
  DENV2 CPE rescue: 19
  GSIS activator: -8
  RAD52 anneal inh: -17
  E-selectin induc: .

#4 COc1cccc(S(=O)(=O)Nc2ccc3c(c2)[C@H]2C[C@@H](CC(=O)O)O[C@H](CO)[C@H]2O3)c1
  Casp6 inh: 28
  RAD54 branch: -15
  F508del corr: 6.0
  XiGFP reactiv: 0.1
  DENV2 CPE rescue: -1
  GSIS activator: 13
  RAD52 anneal inh: 32
  E-selectin induc: 0.1

Later entries.
nr	smiles	Casp6 inh	RAD54 branch	F508del corr	XiGFP reactiv
11	C[C@H](CO)N1C[C@H](C)[C@@H](CN(C)C(=O)Nc2ccccc2)OCCCC[C@H](C)Oc2ccc(NC(=O)C3CCCCC3)cc2C1=O	2	-1	3.5	0.2
12	COc1ccc(S(=O)(=O)N2CCOCC2)c2ccccc12	2	-20	-2.2	0.2
13	O=C(NCCc1nnc2ccc(SCC(=O)N3CCCC3)nn12)c1ccccc1	0	-11	-0.8	0.0
14	COc1cc(OC)cc(-c2cc3ccc(F)cc3cn2)c1	-1	-2	4.3	0.5
15	O=C1Nc2cc(C(=O)NCCN3CCCCCC3)ccc2S/C1=C\c1ccccc1	99*	-6	1.2	0.1
16	O=c1cc(COc2ncnc3c(Cl)cc(Cl)cc23)nc2sccn12	8	.	2.3	0.0
17	CN(C)CCn1c(=O)n(-c2ccc(F)cc2)c(=O)c2c3c(sc21)CCCCC3	0	.	0.6	0.1
18	COc1ccc(C(=O)NNS(=O)(=O)c2ccccc2)cc1OC	1	-3	2.3	0.2
19	COc1ccc(C2=NN(S(C)(=O)=O)C(c3cccs3)C2)cc1 (configuration not stated)	0	.	3.8	0.1
20	O=C(Nc1ccccc1Cl)C1CC(=O)n2c(nc3ccccc32)N1 (configuration not stated)	6	.	-2.6	0.5

nr	DENV2 CPE rescue	GSIS activator	RAD52 anneal inh	E-selectin induc
11	-11	3	-80	-0.1
12	?	13	-1	.
13	-4	8	-8	-0.1
14	12	-3	-6	0.2
15	-4	40	-25	.
16	.	9	-15	4.6
17	-11	-6	-7	2.1
18	3	4	-11	.
19	4	-4	-16	1.1
20	9	12	-8	-0.2

Results in sequence from above.
DENV2 CPE rescue for nos. 12 to 19 → ?, -4, 12, -4, ., -11, 3, 4

Going on with the list.
nr	smiles	Casp6 inh	RAD54 branch	F508del corr	XiGFP reactiv
21	Cc1ccc(Sc2cc(C(=O)c3ccccc3C(=O)O)ccc2[N+](=O)[O-])cc1	9	-2	-1.6	0.2
22	CCC1([N+](=O)[O-])COC(c2ccc(Cl)cc2)OC1 (configuration not stated)	-15	-16	-3.3	-0.1
23	O=C(/C=C/c1ccc([N+](=O)[O-])cc1)OCc1cnc(-c2ccccc2)o1	-2	.	1.2	0.0
24	CC1COc2ccccc2N1C(=O)c1ccc(F)cc1 (configuration not stated)	1	2	2.2	0.2
25	O=C(/C=C/c1cccc([N+](=O)[O-])c1)N1CC[C@@]2(O)CCCC[C@H]2C1	1	1	1.5	0.0
26	Nc1cc(=O)[nH]c(SCC(=O)Nc2cc([N+](=O)[O-])ccc2Cl)n1	1	.	0.5	0.2
27	O=C1CCCc2ccccc2N1	-2	.	.	0.0
28	COc1cccc(S(=O)(=O)N2CCCCN3[C@@H](CO)[C@@H](c4ccc(-c5cccnc5)cc4)[C@@H]3C2)c1	0	1	1.3	0.1
29	CN(CCc1ccccc1)C(=O)c1ccc(NC(=O)Cc2cccc(NC(=O)C3CCN(C(=O)CCc4ccccc4)CC3)c2)cc1	-2	0	-1.2	0.0
30	O=C(CC1CC1)N1CC(=O)N2[C@H](CO)[C@@H](c3ccc(C#Cc4cccc(F)c4)cc3)[C@H]2C1	3	.	2.0	0.0

nr	DENV2 CPE rescue	GSIS activator	RAD52 anneal inh	E-selectin induc
21	1	-3	-5	.
22	3	.	5	-0.1
23	14	6	-5	.
24	-1	15	-7	.
25	-3	17	9	2.0
26	-2	13	-5	.
27	4	-1	-6	0.8
28	14	-10	-11	-0.1
29	?	-10	-15	1.3
30	12	-10	-13	0.7

Casp6 inh, entries above that show a hit.
item	Molecule	Casp6 inh	F508del corr	DENV2 CPE rescue	GSIS activator	RAD52 anneal inh
15	O=C1Nc2cc(C(=O)NCCN3CCCCCC3)ccc2S/C1=C\c1ccccc1	99*	1.2	-4	40	-25

The listing continues:
nr	smiles	Casp6 inh	RAD54 branch	F508del corr	XiGFP reactiv
31	COc1cccc(CNC(=O)c2ccccc2-c2ccccc2C(=O)O)c1	1	-3	-4.6	0.0
32	CC(=O)N1[C@H](C(=O)N2CCc3ccccc3C2)[C@@H](CO)[C@@H]2Cn3c(cccc3=O)[C@@H]21	1	.	-0.5	0.1
33	Cc1cccc(NC2CCCCC2NS(=O)(=O)c2ccccc2)c1 (configuration not stated)	4	0	2.3	0.0
34	CC(NC(=O)C1CCC(=O)N1Cc1ccc(F)cc1)c1ccc2c(c1)OCCO2 (configuration not stated)	-1	2	-1.8	0.0
35	C1=CCN(c2nc(N3CCOCC3)nc(N3CCCc4ccccc43)n2)CC1	-1	-16	1.1	0.0
36	O=C(C[C@H]1C=C[C@@H](NC(=O)Nc2ccc(C(F)(F)F)cc2)[C@H](CO)O1)NCc1cc(F)cc(F)c1	-2	-8	2.8	-0.2
37	OC[C@@H]1CN(Cc2ccc(Cl)cc2)C[C@H](n2cnc3c(NC4CCC4)ncnc32)O1	0	0	0.4	0.0
38	COC(=O)c1cc(OC)c(OC)cc1NC(=S)N1CCCC1	2	.	-0.5	0.0
39	COc1cccc(C(=O)COC(=O)COc2c(C)cc(C)cc2C)c1	0	-6	-2.8	-0.1
40	Nc1nc(SCC(=O)c2cc3ccccc3o2)n[nH]1	3	.	-0.4	-0.1

nr	DENV2 CPE rescue	GSIS activator	RAD52 anneal inh	E-selectin induc
31	-6	9	-22	.
32	9	22	-13	-1.7
33	2	0	-4	.
34	2	16	-15	-0.5
35	1	.	-7	1.0
36	3	6	-4	-0.6
37	-1	-17	-19	-0.2
38	-1	13	-12	-0.2
39	-5	17	-8	-0.2
40	0	3	-9	0.1

(listing goes on)
nr	smiles	Casp6 inh	RAD54 branch	F508del corr	XiGFP reactiv
41	O=C(O)C[C@@H]1C=C[C@@H](NC(=O)Nc2cc(F)ccc2F)[C@@H](CO)O1	9	-1	3.4	0.4
42	CCCC#Cc1ccc2c(c1)O[C@@H](CN(C)CCC)[C@@H](C)CN([C@@H](C)CO)S2(=O)=O	4	-2	3.5	-0.1
43	CCNC(=O)C[C@H]1CC[C@@H]2[C@@H](COc3ccc(NC(=O)C4CCCCC4)cc3C(=O)N2C)O1	-4	0	-3.0	0.3
44	Cc1ccc(S(N)(=O)=O)cc1NC(=O)/C=C/c1ccc2c(c1)OCO2	-3	.	3.1	0.4
45	CCOC(=O)C1=C(COC(=O)/C=C/c2ccc(Cl)cc2)NC(=O)NC1C (configuration not stated)	-187	-3	2.2	1.2
46	Cc1ccc(NC(=O)CCNC(=O)c2ccc(Br)cc2)nc1	5	0	-1.0	0.4
47	CC(C)NC(=O)Nc1ccc2c(c1)C(=O)N([C@H](C)CO)C[C@@H](C)[C@@H](CN(C)S(C)(=O)=O)O2	1	5	0.0	-1.1
48	Cc1cc(SCc2ccc([N+](=O)[O-])cc2)nc(=O)[nH]1	1	2	1.8	0.0
49	C[C@@H]1CN([C@H](C)CO)C(=O)Cc2cc(NS(=O)(=O)c3cccs3)ccc2O[C@@H]1CN(C)Cc1ccc(-c2ccccc2)cc1	-1	0	-1.1	-0.2
50	Cc1noc(C)c1S(=O)(=O)Nc1ccc2c(c1)CC(=O)N([C@@H](C)CO)C[C@H](C)[C@@H](CN(C)Cc1ccc(Cl)c(Cl)c1)O2	-1	5	-6.5	-0.1
51	N/C(=N\OC(=O)CSc1ccccc1)c1ccc([N+](=O)[O-])cc1	-2	.	0.9	0.0
52	O=C(O)/C(=C\c1c(C(=O)O)[nH]c2cc(Cl)cc(Cl)c12)c1ccccc1	1	1	0.9	0.0

nr	DENV2 CPE rescue	GSIS activator	RAD52 anneal inh	E-selectin induc
41	-5	-1	6	-0.3
42	1	-13	2	85*
43	2	-6	3	0.0
44	-3	10	-4	8.1
45	1	37	-8	0.7
46	-3	-5	-14	0.5
47	-7	-14	5	6.2
48	-1	19	-13	.
49	?	-11	-5	0.1
50	1	-16	-2	-0.1
51	-5	-17	-5	.
52	-3	.	-13	1.2
